Bioassay records (PubChem)
FXIIa inh 1536: blocks human coagulation factor XIIa protease activity; P00748; purified FXIIa, Boc-QGR-AMC fluorogenic substrate, 2 h; inhibition, % at 5 µM; hit rate 0.3% among 220,000; AID 800; in the data active = inhibition above about 40%;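 note: 0% = enzyme with no compound and 100% = blank without enzyme; many of its hits are not listed in these tables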
FXIa inh: inhibitors of human coagulation factor XIa; P03951; purified FXIa, Boc-Glu-Ala-Arg-AMC fluorogenic substrate; inhibition, % at 5 µM; hit rate 0.14% among 220,000; AID 798;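 active = inhibition of at least 40%; inactive = inhibition below 40%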;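 note: fluorescence of freed AMC excited at 355 nm; 0% = enzyme without compound and 100% = no enzyme blank; many of its hits are not listed in these tables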
PERK inh: human PERK inhibition, primary cell-based screen | Q9NZJ5 | CHO PERK-DD fusion, SEAP luminescence translation reporter | inhibition, % at 5.6 µM | hit rate 0.17% among 220,000 | AID 1416;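 active = inhibition above the mean inhibition of all tested compounds plus 3 SD, set separately per screening campaign, cut at about 2.9% in these data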;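 note: PERK kinase domain activated by AP20187 dimerizer at 100 nM; 0% = DMSO with dimerizer and 100% = rapamycin at 8.4 µM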
thrombin 1536: thrombin (human) inhibition | inhibition, % at 5 µM | hit rate 0.26% among 220,000 | alpha-thrombin, Boc-VPR-AMC fluorogenic substrate cleavage | AID 1046 | P00734;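 active = inhibition at or above 40%; inactive = inhibition below 40%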;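 note: 0% = enzyme with no compound and 100% = wells without enzyme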
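Test system: human alpha-thrombin protein / Dosing: one concentration per compound, 5 µM, with 0.2% DMSO / Medium: pH 7.5 Tris-saline with Tween 20 / Benchmarks: no-compound enzyme wells and no-enzyme blanks / Read-out basis: percent inhibition of thrombin substrate cleavage / Timing: reaction at room temperature / Measured by: fluorescence, ex 355 nm, em 460 nm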
KCC2 mod: KCC2 (human) Cl- transport modulation | hit rate 2.2% among 190,000 | Q9H2X9 | AID 1456 | B-score of Tl+ flux slope (higher = more flux/activation; lower = inhibition) at 10 µM | KCC2 cells, thallium flux FluoZin-2 fluorescence;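 active = thallium flux slope and its plate-corrected score both differing from the plate sample mean at a set confidence after two filtering rounds, in either direction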;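 note: slope of fluorescence scaled to starting intensity during 10 to 20 s after thallium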
Target sequence (Q9H2X9 whole entry, looked up): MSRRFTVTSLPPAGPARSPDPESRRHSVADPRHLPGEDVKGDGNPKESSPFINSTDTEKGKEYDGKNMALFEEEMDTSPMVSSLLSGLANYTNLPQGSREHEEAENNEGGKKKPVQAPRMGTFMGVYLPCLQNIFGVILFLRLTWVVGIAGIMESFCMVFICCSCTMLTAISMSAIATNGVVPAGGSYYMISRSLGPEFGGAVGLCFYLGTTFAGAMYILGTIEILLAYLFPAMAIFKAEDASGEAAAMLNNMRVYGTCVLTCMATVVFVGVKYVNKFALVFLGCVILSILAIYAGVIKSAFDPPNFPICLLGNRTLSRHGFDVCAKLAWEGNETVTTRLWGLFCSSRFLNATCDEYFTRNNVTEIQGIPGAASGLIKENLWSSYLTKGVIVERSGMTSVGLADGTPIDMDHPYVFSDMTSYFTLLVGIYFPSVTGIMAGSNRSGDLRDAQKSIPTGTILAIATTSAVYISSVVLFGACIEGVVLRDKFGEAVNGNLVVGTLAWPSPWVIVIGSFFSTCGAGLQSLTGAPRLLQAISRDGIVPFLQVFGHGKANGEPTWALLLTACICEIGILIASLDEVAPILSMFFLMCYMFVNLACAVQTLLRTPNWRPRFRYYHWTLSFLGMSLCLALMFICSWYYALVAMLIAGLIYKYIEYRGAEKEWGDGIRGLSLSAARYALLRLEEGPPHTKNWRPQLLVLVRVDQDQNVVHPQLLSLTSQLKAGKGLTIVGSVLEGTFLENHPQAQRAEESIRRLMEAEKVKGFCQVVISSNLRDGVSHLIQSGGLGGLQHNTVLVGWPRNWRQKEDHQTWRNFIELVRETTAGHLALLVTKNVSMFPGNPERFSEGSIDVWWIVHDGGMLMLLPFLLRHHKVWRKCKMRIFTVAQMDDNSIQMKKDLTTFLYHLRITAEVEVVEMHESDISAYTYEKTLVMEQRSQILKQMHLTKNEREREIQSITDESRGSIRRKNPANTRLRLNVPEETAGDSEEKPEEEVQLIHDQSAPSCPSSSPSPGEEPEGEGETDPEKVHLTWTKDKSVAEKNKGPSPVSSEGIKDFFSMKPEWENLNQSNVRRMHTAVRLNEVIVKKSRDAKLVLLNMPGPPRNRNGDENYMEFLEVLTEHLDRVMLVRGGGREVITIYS
Furin inh: inhibitors of human furin; P09958; purified furin, fluorogenic substrate cleavage; inhibition, % at 30 µM; hit rate 0.061% among 220,000; AID 463115; in the data active = inhibition above about 25%; note: inactives centre near -15
hK5 inh: inhibitors of human kallikrein 5; Q9Y337; recombinant hK5, fluorogenic AMC substrate cleavage; inhibition, % at 5 µM; hit rate 0.59% among 210,000;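 active = inhibition of 40% or more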;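 note: 0% = enzyme controls without compound and 100% = no-enzyme blanks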
p97 inhibitor: blocks human p97 ATPase activity; recombinant p97 ATPase, Kinase-Glo ATP luminescence, 3 h; inhibition, % at 8 µM; hit rate 0.42% among 220,000; AID 1481; in the data active = inhibition above about 15%;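 note: 0% = DMSO vehicle and 100% = wells lacking enzyme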
Wee1 stabilizer: blocks degradation of human Wee1 kinase | AID 1321 | HeLa Luc-Wee1K328M stability, luciferase luminescence; 100% = proteasome inhibitor MG132 effect | hit rate 1.2% among 220,000 | reporter increase, % at 5 µM;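 active = activation above the mean of all tested compounds plus 3 SD, set per screening run, cut at about 8.8% in these data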;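 note: cells exposed to compound for 20 h before luminescence read; 0% = DMSO alone and 100% = MG132 at 30 µM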
* marks the source's active call; other numbers are inactive results; . = not tested or not shown; [ ] = dose if it differs, or a comment.

No.	canonical_smiles	FXIIa inh 1536	FXIa inh	PERK inh	thrombin 1536	KCC2 mod	Furin inh	hK5 inh	p97 inhibitor	Wee1 stabilizer
1	CCOc1ccc(CN(C)C(=O)CCl)cc1	2	-7	0.4	-11	1.1	-8	-6	1	-3
2	Nc1nc(CSc2ccccc2)nc(N2CCCCC2)n1	4	-4	0.5	-5	-0.33	-28	-1	5	-3
3	CC1=C(C)NC(=S)SC1	11	5	0.2	1	1.8	-11	-31	-2	-2
4	CCN(c1ccc(NC(=O)COC(=O)CCc2nc3ccccc3n2-c2ccccc2)cc1)C(C)C	10	0	0.6	-4	-1.4	-22	-3	1	-1
5	CC(=O)Nc1ccc(S(=O)(=O)N(C)Cc2ccccc2)cc1	6	-3	0.2	6	-0.53	-25	-4	-2	0
6	O=C(COC(=O)c1n[nH]c2ccccc12)NCc1ccccc1	7	-3	-0.3	-1	0.053	-12[20 µM]	-8	3	4
7	CC(=O)c1ccc(NC(=O)c2cnn3c(C(F)F)cc(C4CC4)nc23)cc1	.	.	0.1	.	-0.34	-20[20 µM]	.	8	-1
8	O=c1[nH]c2cc3c(cc2cc1C(c1nnnn1CC1CCCO1)N1CCCCCC1)OCCO3 (stereo unspecified)	6	5	-0.4	4	.	-17[20 µM]	-23	-3	1
9	CCOC(=O)CSc1nnc(-c2ccco2)n1-c1ccc(C)cc1	2	1	-0.8	29	0.26	-30	45*	1	1
10	Cc1ccc(OCC(=O)Nc2ccc(N3CCN(C(=O)c4ccc(C)cc4)CC3)cc2)cc1	11	3	-0.1	2	0.16	-18	1	-1	-2
11	COC(=O)c1cc2c(ccn2-c2ccc(F)cc2)n1CC(=O)C(C)(C)C	8	-1	-0.1	8	0.4	-20	-2	3	0
12	COCCCNc1nc(=S)[nH]c2cc(OC)c(OC)cc12	6	-4	1.8	-4	0.35	-20	14	5	-5
13	O=C(COC(=O)Cc1c(F)cccc1Cl)NCCC1=CCCCC1	4	-7	-0.8	-6	-0.95	-13	-13	-7	0
14	O=C(O)c1cc(N/N=C2/CC(c3ccccc3)Oc3ccccc32)ccc1Cl (stereo unspecified)	10	5	1.7	-3	0.79	-6	-17	6	0
15	COc1ccc(NC(=O)CN(C)Cc2c(F)cccc2Cl)cc1S(=O)(=O)N1CCCCC1	3	3	0.1	.	-1.6	-14	-1	0	0
16	COc1ccc(NC(=O)CSc2ncnc3[nH]ncc23)cc1	-1	-6	-0.7	-7	0.42	-5	-3	-2	-3
17	O=C(NN=C1C2CC3CC(C2)CC1C3)c1ccccc1O	1	-5	-0.1	-4	0.15	-20	1	3	-4
18	CN(C)/C=C1\Oc2ccc3ccccc3c2C1=O	5	1	0.7	-4	-0.15	-35	-1	7	1
19	COc1cc(CN2CCN(c3cccc(C)c3C)CC2)cc(OC)c1O	12	8	0.5	2	-0.056	-14	-3	1	0
20	COc1cc(/C(C)=N/NC(=O)CSc2nc3ccccc3[nH]2)ccc1O	2	-3	-0.6	-10	0.021	-28	-2	2	-2
21	CCC(CC)NC(=O)COC(=O)CCC(=O)c1ccc(Cl)cc1	16	9	0.2	12	-2.2	-15	9	-9	-2
22	CNC(=S)NCC(O)c1ccc([N+](=O)[O-])cc1 (stereo unspecified)	3	-8	1.0	-9	0.17	-16	-6	5	-3
23	O=C(CSc1nnc(-c2ccccc2NC(=O)c2ccccc2)o1)OC1CCCCC1	.	.	0.7	.	-0.044	-16[20 µM]	.	3	1
24	Cc1ccc(CN2CCN(Cc3cnc(C)s3)CC2CCO)cc1 (stereo unspecified)	3	-2	-0.7	-5	.	2	3	-5	7
25	S=C1NCCOCCOCCOCCOCCNC(=S)N2CCOCCOCCN1CCOCC2	5	-1	0.2	-7	0.38	-27	2	3	0
26	COc1ccc(N=N/C(=C\O)C(=O)c2cccs2)cc1	0	-4	0.8	-4	-0.4	-19	-4	2	-2
27	CCc1cccc(C)c1N(C(=O)Cn1c(=O)[nH]c2ccccc21)C(C)COC (stereo unspecified)	15	8	-0.8	9	-0.044	-12	-5	-1	-1
28	Cc1ccc(C(C#N)c2ccc3c(C(F)(F)F)cc(C(F)(F)F)nc3n2)cc1 (stereo unspecified)	-1	-6	0.5	-3	13*	-13[20 µM]	-14	7	8
29	CC(C)CC(=O)Nc1ccc(C(=O)NNC(=O)C(c2ccccc2)c2ccccc2)cc1	20	6	-0.3	4	0.2	-15[20 µM]	-6	3	3
30	CSc1cccc(NC(=O)OC2CCCCCCCCCCC2)c1	10	3	1.1	0	0.013	-12	5	4	0
31	CCOC(=O)c1cc(-c2ccc(F)cc2)n(CC(=O)Nc2nccs2)c1C	.	.	-0.5	.	-0.3	-19	.	10	-3
32	CCn1c2ccccc2c2nc3ccccc3nc21	-6	-7	-0.4	-10	.	-1	-5	9	-3
33	CCOC(=O)C1=C(C)NC(=O)/C1=C\N(C)C	12	-28	1.8	-1	.	-17	18	5	1
34	CC1=Nc2ccccc2/C1=C/c1c(N)n2c(S(=O)(=O)C(C)C)nsc2nc1=O	13	2	1.4	3	-2.1	-16	2	22*	3
35	O=C(Cn1cc(S(=O)(=O)Cc2ccccc2)c2ccccc21)Nc1ccccc1	-4	-5	-0.8	-2	0.43	-2	-9	6	1
36	COc1ccc(CSCC(=O)Nc2ccccc2SC)cc1	12	6	-0.1	-2	-0.75	-31	-8	3	-1
37	CCc1ccc(/C=C2/Sc3ccccc3N(CC(=O)NCCCOC)C2=O)cc1	1	-4	0.5	-5	0.56	-16	-7	2	0
38	CN(C)S(=O)(=O)c1cccc(NC(=S)NCCCn2ccnc2)c1	9	-4	0.2	1	-0.5	-25	-10	0	-3
39	C/C(=N/NC(=O)c1ccoc1C)c1cccc(NC(=O)C(F)(F)F)c1	-5	-3	0.8	-6	0.85	-11	-26	-2	-2
40	CCCCCCCCn1c(=O)c(C(=O)OCC)c(O)c2ccccc21	20	7	-0.1	4	.	-23[20 µM]	11	0	-2
41	CCN(CC)C(=O)c1cc(-c2ccc(Br)cc2)on1	10	2	0.6	-3	.	-21	-2	0	1
42	Cc1c(C(=O)OCC(=O)NCCN2C(=O)CSC2=O)oc2c1ccc1ccccc12	12	8	0.1	-2	-0.93	-20	-11	2	0
43	O=C(Nc1ccc(N2CCOCC2)cc1)c1ccc(S(=O)(=O)N2CCCCC2)cc1	20	7	-0.4	4	1.1	-24	-5	3	3
44	CSc1sc(C(=O)O)c2c1C(=O)CCC2	7	-1	-0.8	1	-4*	-6[20 µM]	-3	2	2
45	O=C(/C=C/Nc1ccc(F)c(F)c1)c1ccc(Br)cc1	2	-4	-0.1	-7	0.0017	-9	-13	-1	-1
46	CCOC(=O)C1CCN(C(=O)c2cccnc2Oc2ccc(Cl)cc2)CC1	5	1	-1.0	10	-0.015	6	1	-5	3
47	O=C(C1CC1)N1CCc2cc(Br)cc(S(=O)(=O)NCc3ccccn3)c21	-14	0	-0.1	-4	-0.25	-28	-12	5	1
48	COc1cccc(CNS(=O)(=O)/C=C/c2ccc3c(c2)OCO3)c1	18	4	0.1	2	-0.31	-11[20 µM]	13	-2	-1
49	Cc1cc(Nc2nc3ccccc3nc2Cl)n(-c2ccc([N+](=O)[O-])cc2)n1	9	-8	-1.2	-2	1.2	-8[20 µM]	-16	-6	-2
50	Nc1c(NCc2ccccc2)c2ccccc2oc1=O	-5	14	0.5	19	.	-19[20 µM]	39	7	1
51	CCOC(=O)N1CCN(C(=O)COc2ccc(Cl)cc2C)CC1	-3	-10	-0.2	-4	-0.86	-22[20 µM]	2	-1	-1
52	COc1ccccc1NC(=O)CCn1cccc1	-7	-3	0.0	-11	0.018	-20[20 µM]	-24	1	-3
53	CCc1nnc(NC(=O)CSc2nc3c(c(=O)n2CC)SC(C)C3)s1 (stereo unspecified)	10	-1	0.9	-5	-1.7	-17	-3	5	0
54	C=CCn1cc(Cl)c(=O)n(CC=C)c1=O	4	-4	-0.1	-11	-0.018	-22	-23	10	-2
55	Cc1cnc(SCCc2ccncc2)nc1C	11	1	1.0	2	1.4	-6	-11	2	-1
56	Cc1ccc(C(C)C)c(OCc2nnc3n2CCCCC3)c1	2	2	-1.0	7	-0.39	-17	7	3	-2

Carrying on.
No.	canonical_smiles	FXIIa inh 1536	FXIa inh	PERK inh	thrombin 1536	KCC2 mod	Furin inh	hK5 inh	p97 inhibitor	Wee1 stabilizer
57	CN(CC(=O)Nc1cccc2c1CCCC2)S(=O)(=O)c1ccc(Cl)cc1	6	-6	1.1	-5	1.2	-21	5	3	4
58	CCN(CC)S(=O)(=O)c1ccc2c(c1)nc(CCC(=O)Nc1ccc(N3CCOCC3)cc1)n2C	25	37	-0.4	.	0.87	-5	20	-2	6
59	CCn1c(C)cc(/C=C2/NC(=O)N(c3ccccc3)C2=O)c1C	4	0	0.0	-4	0.29	-4	-6	10	-3
60	COc1ccc(CCn2c(NN)nc3c2c(=O)[nH]c(=O)n3C)cc1	1	-1	0.6	1	0.2	-16	-5	7	4
61	O=C(CSCc1ccccc1Cl)NCCSc1ccccn1	7	-1	1.1	-1	-0.96	-34	1	2	3
62	Cc1cc(C(F)F)n2nc(C(=O)Nc3cccnc3Cl)nc2n1	10	2	-0.4	-1	0.55	-5[20 µM]	33	0	3
63	COc1ccc(-n2cnc3c(cnn3CCC#N)c2=N)cc1	10	-1	1.3	-3	0.53	-24	-24	7	8
64	CCCN1C(=O)/C(=C\C=C2/Sc3ccccc3N2CC)SC1=S	1	-4	0.6	-3	.	-5	6	-1	1
65	CCO[C@@H]1OC(C(=O)N2CCN(Cc3ccccc3)CC2)=C[C@H](c2ccc(C(F)(F)F)cc2)[C@H]1CCCO	10	0	0.7	0	0.069	-25	2	-3	4
66	Cc1cc(NC(=NC2CC2)c2ccccc2)n(-c2ccccc2)n1	2	-5	1.5	1	-0.7	-13	-13	0	4
67	CC1CC(C)CN(CC(=O)NCCc2ccc(S(N)(=O)=O)cc2)C1 (stereo unspecified)	9	1	0.8	-14	0.66	-18	-7	-2	-4
68	Cc1cc(NCCCCO)n2c(nc3ccccc32)c1C#N	2	-7	0.2	-6	-1.3	-40[20 µM]	-59	1	-1
69	CCC(C)NC(=O)CSc1nc2n[nH]c(C)c2c(=N)n1-c1ccc(OC)cc1 (stereo unspecified)	9	2	-0.2	-3	-0.53	-18	13	1	4
70	N=C1C(=O)OCC1c1cc(Cl)ccc1NC(=O)Nc1ccccc1 (stereo unspecified)	6	-5	0.8	-8	0.012	4[20 µM]	-4	2	0
71	CCNc1ccccc1C(=O)O	8	3	0.7	-3	-0.22	-20	-1	2	2
72	CC(=O)C1=C(O)CCCC1=NCc1nc2ccccc2[nH]1	3	-4	-0.1	-8	-0.036	-30	-4	3	-1
73	O=C(NC1CCCCC1)c1nc2c(nnn2Cc2ccccc2Cl)c(=O)[nH]1	1	-8	0.9	-6	-2.5	5[20 µM]	11	-1	1
